Screening data: PubChem, School of Medicine, Indiana University
FECH block = inhibitors of human ferrochelatase | purified FECH, Ni-mesoporphyrin absorbance 550 nm | P22830 | hit rate 3.3% among 20,000 | calls only at 10 µM (by protocol);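 active = enzyme reaction rate more than 3 SD below the solvent-only control wells on the same plate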;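 also: lower slope than DMSO wells means FECH inhibition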
Target sequence (P22830 whole entry, looked up): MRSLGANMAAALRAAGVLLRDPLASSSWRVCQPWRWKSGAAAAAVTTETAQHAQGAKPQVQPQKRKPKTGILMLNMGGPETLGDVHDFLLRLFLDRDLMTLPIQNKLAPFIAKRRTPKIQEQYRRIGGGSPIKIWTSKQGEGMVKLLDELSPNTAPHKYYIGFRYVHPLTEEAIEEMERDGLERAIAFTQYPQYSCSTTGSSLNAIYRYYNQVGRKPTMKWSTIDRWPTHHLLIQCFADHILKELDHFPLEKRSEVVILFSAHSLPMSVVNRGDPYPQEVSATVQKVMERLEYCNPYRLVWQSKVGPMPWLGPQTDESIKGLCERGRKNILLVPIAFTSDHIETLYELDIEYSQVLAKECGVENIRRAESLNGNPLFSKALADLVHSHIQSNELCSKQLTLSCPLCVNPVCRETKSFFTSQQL
Calls only; i = inactive; + = active, no number. An excerpt (hit frequency here may not be typical).

CCNC(=O)C1CCN(C(=O)c2cc(Cn3cnc4ccccc43)[nH]n2)C1 (configuration not stated)
  FECH block: i

CSc1nc(-c2ccccc2)c(C#N)c(N2CCN(CCO)CC2)n1
  FECH block: i

O=C(CCN1CCC(c2cccc(O)c2)CC1)N1CCc2ccccc2C1
  FECH block: i

COc1ccc(Cl)cc1NC(=O)C1CC(=O)NC(Nc2ccc(C)cc2)=N1 (configuration not stated)
  FECH block: i

CCc1c(C)nc2ncnn2c1Sc1ccc(NC(=O)Nc2cccc(C)c2)cc1
  FECH block: i

COc1ccc(S(=O)(=O)Nc2cnc(N3CC=C(c4ccccc4C)CC3)c(C(=O)O)c2)cc1
  FECH block: i

COCC(C)C1CCN(C(=O)CC23CC4CC(CC(C4)C2)C3)CC1 (configuration not stated)
  FECH block: i

Cc1cc(Nc2cc(F)cc(F)c2)n2nc(-c3cccnc3)nc2n1
  FECH block: i

CCOc1ccccc1NC(=O)N1CCN(c2cc(-c3cccc(OC)c3)ncn2)CC1
  FECH block: i

CCOC(=O)C1CCCN(C(=O)c2ccccc2NC(=O)c2nsc3ccccc23)C1 (configuration not stated)
  FECH block: i

Cc1ccc(S(=O)(=O)N2CCN(c3cc(-c4ccc(F)cc4)ncn3)CC2)cc1C
  FECH block: i

CCc1nc(C2CC(=O)Nc3c2cnn3-c2ccccc2)c(C)[nH]1 (configuration not stated)
  FECH block: i

Cc1ccc(NC(=O)Nc2ccccc2Sc2cc(C)nc3ncnn23)c(Cl)c1
  FECH block: i

COc1ccc(S(=O)(=O)NCc2nc3cccnc3n2Cc2ccccc2)cc1
  FECH block: i

CSc1ccc(CNC(=O)c2nc(N3CCCC3)c3oc4ccccc4c3n2)cc1
  FECH block: i

Cc1cc(NC(=O)c2cc(C(C)C)no2)ccc1NC(=O)C(C)(C)C
  FECH block: i

CCc1nc2nc(C)[nH]n2c(=O)c1NC(=O)Nc1cccc(F)c1
  FECH block: i

O=C(Nc1cnc2n1CCCC2)C1CC12CCC2 (configuration not stated)
  FECH block: i

O=C(O)c1cccc(CC2CCN(Cc3ccc4ccccc4n3)C2)c1 (configuration not stated)
  FECH block: i

CCC1=C(c2ccc(OC)cc2)S(=O)(=O)N(CC(=O)NCc2ccc(CC)cc2)C1=O
  FECH block: i

Cc1oc(-c2ccco2)nc1COc1coc(CN2CCOCC2)cc1=O
  FECH block: i

Cc1ccc2c(c1)c(CNC(=O)c1ccc3c(c1)OCO3)nn2C
  FECH block: i

COc1ccc(N2C(=O)CCS2(=O)=O)cc1S(=O)(=O)Nc1cc(Cl)ccc1C
  FECH block: i

Cc1ccc(C(=O)Nc2cccc(NC(=O)CNC(=O)N(C)C)c2)cc1
  FECH block: i

CC(C)c1ccc2c(c1)-c1ccccc1S(=O)(=O)N2CC(=O)NCCSC1CCCCC1
  FECH block: i

CC(C)NC(=O)C1CCN(c2ccc(-c3ccc(F)cc3)nn2)CC1
  FECH block: i

O=C(CC1CCN(S(=O)(=O)c2ccccc2)CC1)NCCN1CCN(c2ccccc2F)CC1
  FECH block: i

CCc1nc(CN2CCN(c3ncnc4c(C)csc34)CC2)c(C)[nH]1
  FECH block: i

CC1(C)CNC(=O)c2nc(CCNc3cccnc3)[nH]c2C1
  FECH block: i

Cn1c(CCC(=O)NC2CCC(n3cnnc3)CC2)nc2cccnc21 (configuration not stated)
  FECH block: i

CC(C)CCNC(=O)CN1c2ccc(Br)cc2-c2ccccc2S1(=O)=O
  FECH block: +

Cc1ccc(NC(=O)CN2CCN(Cc3ccccc3C)S2(=O)=O)c(C)c1
  FECH block: +

COc1cccc(Nc2nc(N3CCCC3)nc3c2cnn3-c2ccccc2)c1
  FECH block: i

CCn1c(=O)n(CCOc2ccccc2)c(=O)c2cnc(-c3ccc(OC)cc3)nc21
  FECH block: i

O=C(CCn1cnc2onc(-c3cc(F)cc(F)c3)c2c1=O)NCc1cccc(Br)c1
  FECH block: i

CC(=O)NCC1=CCCN(Cc2cc(=O)n3c(C)cccc3n2)C1
  FECH block: i

CC(C)c1nccn1CCCNC(=O)c1ccc(N2[C@@H]3CC[C@H]2CNC3)nc1
  FECH block: i

C=C(C)COc1cccc(C(=O)N(C)Cc2cnn(CC)c2C)c1
  FECH block: i

CSc1nc(NCc2ccc(Cl)cc2)c(C#N)c(-c2ccccc2)n1
  FECH block: i

CCOc1cc(C(=O)Nc2cccc(N3CCCS3(=O)=O)c2)cc(OCC)c1OCC
  FECH block: i

Part of the list above, as comma-separated lines.
mol,FECH block
CC(C)c1nccn1CCCNC(=O)c1ccc(N2[C@@H]3CC[C@H]2CNC3)nc1,i
CC(=O)NCC1=CCCN(Cc2cc(=O)n3c(C)cccc3n2)C1,i
O=C(CCn1cnc2onc(-c3cc(F)cc(F)c3)c2c1=O)NCc1cccc(Br)c1,i
CSc1nc(NCc2ccc(Cl)cc2)c(C#N)c(-c2ccccc2)n1,i

Further records.
O=S(=O)(c1ccc2c(c1)OCCO2)N1CCC(n2cnc3cccnc32)CC1
  FECH block: i

O=C(NCc1cccnc1N1CCc2ccccc2C1)c1cccc2c1OCC2
  FECH block: i

Cc1noc(C2CCCN2Cc2cnc(-c3ccccc3C)s2)n1 (configuration not stated)
  FECH block: i

COc1ncc(-c2c(-c3ccccc3)ncn2CC(C)C)cn1
  FECH block: i

O=C(CCn1cnc2ccccc21)N1CC[C@@H](c2ccc(F)cc2)[C@H](O)C1
  FECH block: i

COc1ccc(OC)c(S(=O)(=O)N2CCN(Cc3nc4cccnc4n3-c3ccc(C)cc3)CC2)c1
  FECH block: i

c1cc(-c2ccc(CN3CCCCC3CN3CCOCC3)o2)[nH]n1 (configuration not stated)
  FECH block: i

CNC(=O)c1nc(CN2CCC(O)(CN(C)C)C2)no1 (configuration not stated)
  FECH block: i

CN1C(=O)c2cc(C(=O)NCCCN3CCCC3)nn2CC1(C)C(=O)NCc1ccc(F)cc1 (configuration not stated)
  FECH block: i

CCOCCCNC(=O)C1c2c(n(C)c3ccccc23)SCC(=O)N1c1ccc(Cl)cc1C (configuration not stated)
  FECH block: i

NC(=O)[C@@H]1CCCN1Cc1cccc(C(=O)Nc2ccnn2C2CCCC2)c1
  FECH block: i

O=C(CSCc1nc(-c2ccc(Cl)cc2)no1)N1CCCCC1
  FECH block: i

CC(Cn1cccn1)c1nc(CC2CCN(C)CC2)no1 (configuration not stated)
  FECH block: i

O=C(NC1CC1)C1CN(Cc2ccc(-c3ccccn3)cc2)CCN1 (configuration not stated)
  FECH block: i

CC(CCc1ccccc1)NC(=O)CN1c2ccc(Br)cc2-c2ccccc2S1(=O)=O (configuration not stated)
  FECH block: i

CCOC(=O)c1ccccc1NC(=O)CN1CCN(Cc2ccccc2C)S1(=O)=O
  FECH block: i

COc1cc(Cl)cc(CN(C)C(C)C(=O)N(C)C)c1OC (configuration not stated)
  FECH block: i

Cc1cc(=O)oc2cc(CN3CCN(C(=O)c4ccccc4)CC3)ccc12
  FECH block: i

Cc1cc(C)c2ccc(C(=O)N3CCOC(C(F)(F)F)C3)nc2c1O (configuration not stated)
  FECH block: i

CC#CCN(Cc1ccco1)C(=O)C(C)N(c1ccccc1)S(C)(=O)=O (configuration not stated)
  FECH block: i

CC1CCCCN1CCNC(=O)CN1C(=O)C2CCCCN2c2ccc(S(=O)(=O)N(C)C)cc21 (configuration not stated)
  FECH block: i

COc1cccc(CNc2c(-c3ccc4c(c3)CCCC4)c(=O)c2=O)c1
  FECH block: i

Cc1ccc(N2C(=O)CCS2(=O)=O)cc1S(=O)(=O)Nc1ccccc1Oc1ccccc1
  FECH block: i

COc1ccc(CN2CCN(C3CCCCC3)C(=O)C2)cc1C(=O)O
  FECH block: i

O=S(=O)(NCc1nc2cccnc2n1Cc1ccc(F)cc1)c1ccccc1
  FECH block: i

Cc1ccccc1C1(O)CCN(C2CCN(C(=O)c3ccncc3)CC2)C1 (configuration not stated)
  FECH block: i

CCc1ccc(S(=O)(=O)N2CCN(c3nc(C)cc(N4CCOCC4)n3)CC2)cc1
  FECH block: i

CSc1nc(-c2ccc(C)cc2)c(C#N)c(N(CCO)CCO)n1
  FECH block: i

Cc1cc(NC(=O)CN2CCN(CC3CC3)C(CCO)C2)ccc1Cl (configuration not stated)
  FECH block: i

CC(C)C1CN(C(=O)C2=NNC(=O)CC2)CCCN1Cc1ccc(F)cc1 (configuration not stated)
  FECH block: i

CCN(Cc1nc(C)no1)C(=O)c1cccc(-c2cccc(F)c2)c1
  FECH block: i

Cc1ccsc1CCNC(=O)C1CCCN1c1nnc(N2CCCC2=O)s1 (configuration not stated)
  FECH block: i

COc1cc(-c2nc(C(N)=O)c3c(n2)n(-c2ccc(F)cc2)c(=O)n3C)ccc1OC(C)C
  FECH block: i

CN(C)C(=O)c1ccccc1-c1cccc(Cl)c1
  FECH block: i

Cc1ccsc1-c1nccn1CCc1ccco1
  FECH block: i

Cc1noc(-c2ccc(Oc3ccc(CN4CCCC4)cc3F)nc2)n1
  FECH block: i

CCOc1ccc(Nc2nc(N(CC)CCO)nc3c2cnn3-c2ccccc2)cc1
  FECH block: i

Cc1cccc(OC2CN(c3nc(-c4ccccn4)nc4c3CCNC4)C2)c1
  FECH block: i

O=C(CSc1nc(-c2ccco2)nc2cc(=O)[nH]n12)NCc1ccc(Cl)cc1
  FECH block: i

CCC1CN(C(=O)CCC2CC2)CCC(=O)N1Cc1ccccc1 (configuration not stated)
  FECH block: i

c1ccc(-n2nc(C3CC3)nc2-c2ccccc2-c2nn[nH]n2)cc1
  FECH block: i

CCn1ccc2c(CN3CCC4(CC3)CNC(=O)C4)cccc21
  FECH block: i

Cc1cc(C)nc(N2CCC(O)(CN3CCCC3)CC2)n1
  FECH block: i

COc1ccc(CN(C)C2CCN(C(=O)C(C)C)CC2)c2cccnc12
  FECH block: i

Cc1n[nH]c(C)c1CCc1nncn1-c1cccc(C(F)(F)F)c1
  FECH block: i

c1ccc(N2CCN(c3nc(Nc4ccc5c(c4)OCO5)c4cnn(-c5ccccc5)c4n3)CC2)cc1
  FECH block: i

CCc1ccccc1NC(=O)CN1CCN(Cc2ccc(C)cc2)S1(=O)=O
  FECH block: i

c1coc(-c2noc(CNCC3OCCc4ccccc43)n2)c1 (configuration not stated)
  FECH block: i

O=C1[C@@H]2C[C@H](O)CCN2C(=O)CN1CCCn1ncc2ccccc21
  FECH block: i

Cc1ccn2c(=O)cc(COc3cccc(NC(=O)COc4ccccc4C)c3)nc2c1
  FECH block: i

Cc1nn(CCC(=O)N2CCOC3(CNCCOC3)C2)c(C)c1C (configuration not stated)
  FECH block: i

O=C(NC1CC1)C1CNCCN1C(=O)c1cccc2cnccc12 (configuration not stated)
  FECH block: i

Cc1nnsc1CN(C)C(=O)c1cc(-c2ccc(O)cc2)n[nH]1
  FECH block: i

Cn1cc(C(=O)NCc2csc3ccc(Cl)cc23)ccc1=O
  FECH block: i

CCc1nccn1CC(=O)N1CCC(Cc2cccc(C(N)=O)c2)C1 (configuration not stated)
  FECH block: i

CCCN(CCC)c1ncc(NS(=O)(=O)c2cc(Cl)ccc2OC)cc1C(=O)O
  FECH block: i

CC(=O)NCCCc1n[nH]c(Cc2ccccc2)n1
  FECH block: i

O=C(CN1C(=O)C2CCCC2=Nc2ccccc21)NCc1ccccc1 (configuration not stated)
  FECH block: i

Cc1nc(CCC(=O)N2CCCC3(C=Cc4ccccc4O3)CC2)n[nH]1 (configuration not stated)
  FECH block: i

Cc1ccc(C2(CN3CCCN(c4ccncc4)CC3)CCNCC2)nc1
  FECH block: i

FECH block, hit marks shown above.
CC(C)CCNC(=O)CN1c2ccc(Br)cc2-c2ccccc2S1(=O)=O
  FECH block: +

Cc1ccc(NC(=O)CN2CCN(Cc3ccccc3C)S2(=O)=O)c(C)c1
  FECH block: +

More entries follow.
O=c1c(NC2CCCc3ccccc32)c(-c2ccc3c(c2)CCCC3)c1=O (configuration not stated)
  FECH block: i

CC(=O)Nc1ccc(-c2cn(Cc3ccc(Cl)cc3)nn2)cc1
  FECH block: i

CN1CCN(S(=O)(=O)c2ccc3c(c2)CCN3C(=O)CCC(=O)N2CCCCCC2)CC1
  FECH block: i

O=C(NC1CC1)c1ccnc(/C=C/c2ccccc2)c1
  FECH block: i

O=S(=O)(NCc1ccccc1)N1CCCC(OCc2ccccn2)C1 (configuration not stated)
  FECH block: i

CN1CCN(C(=O)C2CCCN(C3CCN(C(=O)c4ccn[nH]4)CC3)C2)CC1 (configuration not stated)
  FECH block: i

Cc1ccccc1-c1cc(N2CCN(S(=O)(=O)c3ccccc3C)CC2)ncn1
  FECH block: i

CC(=O)c1ccc(NS(=O)(=O)c2cc(N3C(=O)CCS3(=O)=O)ccc2C)cc1
  FECH block: i

CCOc1ccc(C(=O)Nc2ccc(Nc3nc(C)cc(N(C)C)n3)cc2)cc1OCC
  FECH block: i

CCC(CC)n1ncc(C)c1NC(=O)C(=O)Nc1ccccc1Cl
  FECH block: i

CCc1cc(CN(C)C(=O)CN2CCOc3ccccc3C2)on1
  FECH block: i

Cc1n[nH]c(C)c1CCC(=O)N1CCc2c(nc(-c3ccccc3)[nH]c2=O)C1
  FECH block: i

CCN(CC1CCCCO1)C(=O)c1ccncc1F (configuration not stated)
  FECH block: i

COc1ccc(Cl)cc1NC(=O)c1nc2ccccc2n(C)c1=O
  FECH block: i

O=C(COc1ccc(F)cc1)Nc1cccc(OCc2cc(=O)n3cc(Cl)ccc3n2)c1
  FECH block: i

COc1ccc(NC(=O)CN2CCN(Cc3ccccc3C)S2(=O)=O)cc1Cl
  FECH block: i

NS(=O)(=O)c1ccc(NC(=O)Cc2csc(NC(=O)NC3CCCC3)n2)cc1
  FECH block: i

COc1ccc(S(=O)(=O)Nc2cnc(N3CCN(c4cccc(C)c4)C(C)C3)c(C(=O)O)c2)cc1 (configuration not stated)
  FECH block: i

COCc1cc(CNC(=O)c2ccc3c(c2)nnn3C)[nH]n1
  FECH block: i

CCn1c(CC2CCN(c3ccnc4ccccc34)CC2)nn(C)c1=O
  FECH block: i

CN(CCc1cn[nH]c1)c1cc(C(F)(F)F)nc(N2CCCC2)n1
  FECH block: i

O=C(NCCc1c[nH]c2ccccc12)c1nc[nH]c1C(=O)NCc1ccccn1
  FECH block: i

Cc1cc(C)n(C2CCN(c3ncnc4sc5c(c34)CCNC5)C2)n1 (configuration not stated)
  FECH block: i

Cc1ccc(NC(=O)CN2CCCN(Cc3ccccc3)S2(=O)=O)c(C)c1
  FECH block: i
